# Bioassay records as filed in PubChem.
# OX1R antag-1: blocks the human orexin 1 receptor | O43613 | OX1R-expressing cells, FRET antagonist read-out | inhibition, % at 6.6 µM | hit rate 1.8% among 330,000 | AID 485270; in the data active means inhibition mostly above about 38%, no sharp cut-off; inactive means mostly below about 40%;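 further: 0% = agonist challenge alone and 100% = reference antagonist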
# Target sequence (O43613 whole entry, looked up): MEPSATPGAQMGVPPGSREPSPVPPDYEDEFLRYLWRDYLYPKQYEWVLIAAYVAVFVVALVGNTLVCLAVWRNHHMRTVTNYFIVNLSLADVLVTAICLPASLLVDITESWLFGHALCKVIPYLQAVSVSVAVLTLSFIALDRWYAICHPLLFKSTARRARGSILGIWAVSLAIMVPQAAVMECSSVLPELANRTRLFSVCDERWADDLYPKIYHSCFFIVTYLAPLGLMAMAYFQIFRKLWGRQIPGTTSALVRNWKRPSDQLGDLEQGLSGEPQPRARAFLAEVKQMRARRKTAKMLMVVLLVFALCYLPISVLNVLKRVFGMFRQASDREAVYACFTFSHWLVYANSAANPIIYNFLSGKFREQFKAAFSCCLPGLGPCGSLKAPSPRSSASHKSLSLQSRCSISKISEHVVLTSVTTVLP
# OX1R antag-2: human HCRTR1 antagonism; inhibition, % at 5 µM; hit rate 0.43% among 330,000; AID 434989; O43613; CHO/OX1R cells, Fluo-8 calcium fluorescence, orexin A;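 active means inhibition above its plate's threshold, mean inhibition of all tested compounds on the plate plus 3 SD, cut at about 37% in these data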;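 further: 0% = orexin A challenge wells and 100% = SB-334867-A antagonist wells; not every result past the cut was called active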
# Numbers without * were called inactive.
SMILES,OX1R antag-1,OX1R antag-2
O=c1[nH]c2cc3c(cc2cc1CN(Cc1nnnn1CC1CCCO1)C1CCCC1)OCO3 (centres undefined),18.9,-14.5
COc1cccc(/C(C)=N/Nc2ncc(Cl)cc2Cl)c1,11.1,-30.2
COc1ccc(/C=C/C(=O)c2ccccc2)cc1COc1ccccc1F,8.6,19.3
O=C1[C@@H](Oc2ccccc2)[C@@H](c2cccnc2)N1c1ccccc1,14.4,6.3
COc1ccc(C(=O)Nc2cc(C)on2)cc1,12.1,-9.4
COc1ccc(S(=O)(=O)Cc2ccc(C(=O)N3CCN(c4ccc(Cl)cc4)CC3)o2)cc1,12.9,9.8
CCCn1nnc(NC(=O)c2ccc(-c3cccc(Cl)c3)o2)n1,23.8,-27.9
COc1cc(NC(=O)NCC2CCN(Cc3ccccc3Cl)CC2)cc(OC)c1OC,4.8,-22.2
CCO[C@@H]1OC(C(=O)N2CCOCC2)=C[C@H](c2ccc(C(F)(F)F)cc2)[C@H]1CCCO,11.7,-1.5
CCCn1c(SCC(=O)N(C)CC(=O)Nc2ccc(C)cc2)n[nH]c1=O,12.3,0.2
S=C(NC12CC3CC(CC(C3)C1)C2)N1CCCC1,12.4,-19.6
COc1ccccc1NC(=O)c1ccc2c(O)c(S(=O)(=O)c3ccccc3)c(=O)[nH]c2c1,12.9,-3.1
CCN(CC(=O)NC(C)C)C(=O)C(CCSC)NC(=O)c1cccc(C)c1 (centres undefined),4.7,-14.7
CN[C@H]1CCc2cc(OC)c(OC)c(OC)c2-c2ccc(N(C)CC(OC)OC)c(=O)cc21,29.0,-29.2
CCOc1ccc2ncc(S(=O)(=O)c3ccccc3)c(N3CCN(c4ccc(OC)cc4)CC3)c2c1,9.8,-15.9
COc1cc(S(=O)(=O)N(CCc2ccccc2)Cc2cccs2)ccc1-n1cnnn1,12.2,52.1*
CC(C)Cn1nc(NC(=O)C(C)(C)C)c2cc3ccccc3nc21,22.9,-19.7
Cc1cc(=O)oc2c3c4c(cc12)OCCN4CCC3,52.5,0.8
O=C(NCc1ccncc1)c1ccc(N2CCCC2)c([N+](=O)[O-])c1,24.3,7.5
O=C(COC(=O)c1ccc2ccccc2c1)NCCCc1ccccc1,14.1,-16.1
CCOC(=O)c1sc2ncn(CC(=O)Nc3cc(C)on3)c(=O)c2c1C,4.9,0.2
COc1ccccc1C(C)NC(=O)c1cc(=O)[nH]c2ccccc12 (centres undefined),0.8,-8.9
Cc1ccc(N(C(=O)c2csnn2)C(C(=O)NC(C)(C)C)c2cccnc2)cc1C (centres undefined),16.7,-16.3
COC(=O)c1ccccc1-c1cn(C)c2ccccc2c1=O,3.5,-66.8

# Compound profiles (already shown). Order of screens: OX1R antag-1, OX1R antag-2
# `O=C1[C@@H](Oc2ccccc2)[C@@H](c2cccnc2)N1c1ccccc1` is entered as 14.4, 6.3
# `CCCn1c(SCC(=O)N(C)CC(=O)Nc2ccc(C)cc2)n[nH]c1=O` is entered as 12.3, 0.2
# `O=C(NCc1ccncc1)c1ccc(N2CCCC2)c([N+](=O)[O-])c1` is entered as 24.3, 7.5
# `COc1cc(NC(=O)NCC2CCN(Cc3ccccc3Cl)CC2)cc(OC)c1OC` is entered as 4.8, -22.2
# `Cc1cc(=O)oc2c3c4c(cc12)OCCN4CCC3` is entered as 52.5, 0.8

# Other results
SMILES,OX1R antag-1,OX1R antag-2
Cc1cc(C)c2c(CC(=O)NN(C)C)coc2c1,13.9,-17.2
O=C(CSc1nc2ccccc2[nH]1)Nc1ccc(F)c(F)c1,29.2,-3.9
O=C(NCc1nnc(SCC(=O)N2CCOCC2)o1)c1c(F)cccc1F,20.4,-13.1
O=C(O)CC(NC(=O)C12CC3CC(CC(C3)C1)C2)c1cc([N+](=O)[O-])ccc1Cl (centres undefined),28.5,-2.9
CC(=O)Nc1c2c(nn1-c1cccc(Cl)c1)CS(=O)(=O)C2,9.8,-16.1
CC1(C(=O)O)Cc2ccccc2C(=O)O1 (centres undefined),13.5,0.5
COc1cc(NC(=O)CN2C(=O)C(c3ccccc3)=NC2(C)C)cc(OC)c1,8.3,-24.6
COc1ccc(CCNC2=C(Cl)C(=O)N(Cc3ccccc3)C2=O)cc1OC,22.9,-22.1
COc1ccc(NC(=O)CN2CCN(CC#N)CC2)cc1,-12.5,-11.5
CN(C)S(=O)(=O)c1ccc(NC(=O)COC(=O)C2COc3ccccc3O2)cc1 (centres undefined),13.4,-16.2
CN(C)S(=O)(=O)c1ccc(N2CCCC2)c(C(=O)N2CCN(S(=O)(=O)c3ccccc3F)CC2)c1,13.0,-27.9
Cc1nn(C)c(C(=O)N/N=C/c2ccc(-c3ccccc3)cc2)c1Cl,-0.3,-14.0

# Compounds above that contain an aryl thioether with sulfur outside any ring, in the order listed:
SMILES,OX1R antag-1,OX1R antag-2
CCCn1c(SCC(=O)N(C)CC(=O)Nc2ccc(C)cc2)n[nH]c1=O,12.3,0.2
O=C(CSc1nc2ccccc2[nH]1)Nc1ccc(F)c(F)c1,29.2,-3.9
O=C(NCc1nnc(SCC(=O)N2CCOCC2)o1)c1c(F)cccc1F,20.4,-13.1

# Later entries.
SMILES,OX1R antag-1,OX1R antag-2
Cc1[nH]c2ccccc2c1Cc1nnc(SCC(N)=O)o1,11.5,-2.1
Cc1nnc(SCc2ccc3c(c2)OCO3)s1,2.3,1.6
CC(C)(C)c1ccc(C(=O)Nc2ccccc2C(=O)NCCN2CCOCC2)cc1,12.2,-20.4
CC1CCCC(C)N1C(=O)COC(=O)c1cc(-c2cccs2)nn1-c1ccccc1 (centres undefined),4.6,-32.1
CC1CC(=O)N(c2ccc(NCc3ccccc3Cl)c([N+](=O)[O-])c2)C1=O (centres undefined),22.2,-21.7
COc1cccc(C2CC(c3cccs3)=NN2C(=O)c2ccco2)c1O (centres undefined),28.9,-5.6
Cc1ccc(Nc2c([N+](=O)[O-])ccc3nonc23)cc1C,-0.2,-11.0
COc1ccc(NC(=O)CSc2nnc(CCC(=O)O)c(=O)n2N)cc1,10.9,2.7
Cc1nc2c(c(=O)c3ccccc3n2C)c(=O)n1-c1ccccc1,7.5,-20.9
Cc1ccc(NC(=O)c2ccccc2N2C(=O)C3C4C=CC(C5CC45)C3C2=O)cc1C (centres undefined),22.8,-31.4
O=C(CCNS(=O)(=O)c1ccc2[nH]c(=O)oc2c1)Nc1cccc(Br)c1,44.5,-8.6
CCCCNC(=O)CS(=O)Cc1nc(-c2cccc(Cl)c2)oc1C (centres undefined),22.4,-10.8
O=C(COC(=O)c1c(F)cccc1F)c1ccc[nH]1,3.3,2.4
O=C(Nc1nc(-c2ccccc2)cs1)c1ccc2c(=O)n3c(nc2c1)CCCCC3,51.1*,21.4
O=C1[C@H]2[C@@H](c3ccc(Cl)cc3)N3C(=O)N(c4cccc(Cl)c4)C(=O)[C@@]3(Cc3ccc(Cl)cc3)[C@H]2C(=O)N1C1CCCCC1,28.9,-12.5
CCCc1nnc(NC(=O)CCN2C(=O)c3ccccc3C2=O)s1,5.0,-31.4
Cc1ccc(NC(=O)N(CCC#N)Cc2ccccc2)cc1,7.5,-23.2
COc1ccc(S(=O)(=O)Nc2cccc(-c3ccc(N4CCCCCC4)nn3)c2)cc1OC,9.7,-22.8
Cc1nn(CCOc2ccccc2Cl)c(C)c1[N+](=O)[O-],10.4,-27.3
CC1Cc2ccccc2N1C(=O)C(C)n1cc(C(F)(F)F)cc(Cl)c1=O (centres undefined),6.0,-14.0
O=C(NNc1cc(C(F)(F)F)ccc1Cl)c1ccc(=O)[nH]c1,9.2,-9.2
COC(=O)CCC(=O)NC(=S)Nc1cc(Cl)ccc1Cl,20.9,-12.6
COC(=O)C1CCN(CC(=O)N(C)c2c(N)n(Cc3ccccc3)c(=O)[nH]c2=O)CC1,-3.7,-0.2
COc1cc(/C=N/O)ccc1Oc1ccc([N+](=O)[O-])cc1[N+](=O)[O-],39.5,-24.4
C/C(=N\NC(=O)c1c(-c2ccccc2Cl)noc1C)c1cccc(NC(=O)C(C)C)c1,25.1,-31.7
O=C(NNC(=O)C(c1ccccc1)c1ccccc1)c1ccccn1,11.8,-5.5
CCC(=O)c1ccc(OCC(O)CN(C)C2CCCCC2)cc1 (centres undefined),6.1,-38.0
O=C1CN(S(=O)(=O)c2cccc(Br)c2)CCN1,7.5,5.3
COc1ccc2cc(C(=O)NCc3ccccc3)c(=O)oc2c1,7.9,-4.3
C/C(CS(=O)(=O)c1ccc(Cl)cc1)=N/NC(N)=S,9.4,-8.1
COc1ccccc1C(=O)Nc1ccc2c(c1)OCCO2,11.4,-22.8
O=C(CCn1c(=O)[nH]c2ccsc2c1=O)NCCc1ccc(Cl)cc1,1.5,-17.3
O=Cc1cn(CCC(=O)O)nc1-c1cccc(Br)c1,13.9,2.1
O=C(CC1C(=O)NCCN1CC(c1ccccc1)c1ccccc1)NCCc1cn[nH]c1 (centres undefined),10.7,-15.2
COc1cc(OC)cc(C(=O)NNC(=O)CCNS(=O)(=O)c2ccc(Br)cc2)c1,0.5,-17.8
Cc1cccc(C)c1NC(=O)/C(=C/c1ccco1)c1ccccc1,26.4,-19.7
CCOc1ccc(S(=O)(=O)NN2Cc3ccccc3C2=N)cc1,10.3,5.7
CCN(CC)S(=O)(=O)N1CCN(S(=O)(=O)N2CCOCC2)CC1,4.5,-22.9
COc1cccc(-c2cc(C(=O)Nc3cc(C)on3)no2)c1,16.2,-0.4
COc1ccc(NC(=O)NNC(=O)COc2ccc3cc(Br)ccc3c2)c(OC)c1,15.6,2.0
Cc1ccc(-c2nsc(SCC(=O)NCC3CCCO3)n2)cc1 (centres undefined),5.3,-19.7
Cc1ccc(NC(=O)C2CC(=O)N(c3ccc4c5c(cccc35)CC4)C2)cc1 (centres undefined),20.9,-23.7
COc1c(CC=C(C)C)cc(C2CC(=O)c3c(O)cc(O)cc3O2)c(CC=C(C)C)c1O (centres undefined),5.4,-18.9
CCOC(=O)c1cnn(-c2ccccc2)c1NC(=O)c1ccccc1,8.4,-30.6
COCCCNc1ncnc2c1cnn2-c1ccc(C)cc1C,3.0,4.7
COc1ccc(C(CCN2CCCC(C)C2)c2c(OC)cc(OC)c3c2OC(=O)CC3c2cc(OC)c(OC)c(OC)c2)cc1 (centres undefined),8.0,-35.8
CCOC(=S)SCC(=O)N1CCc2cc(OC)ccc2C1C1C(=O)CCCC1=O (centres undefined),19.3,-5.1
CCOC(=O)c1[nH]c(C)c(C(=O)NCc2ccc(OC)cc2)c1C,7.3,6.0
Cn1ncc([N+](=O)[O-])c1C(=O)Nc1ccc(-c2ccccc2)cc1,-12.7,-9.4
CN=c1scc(C)n1/N=C/c1ccc(O)c(O)c1O,17.2,-2.8
COc1ccc(NC(=S)NCc2ccc3c(c2)cc(C)n3C)cc1,8.2,-11.3
COc1cc2oc(=O)cc(-c3ccc(-c4ccc(CO)cc4)cc3)c2c(OC)c1OC,28.7,-13.5
CC(=O)Nc1ccc(NC(=O)CSc2nnc(NC(=O)c3cccc(F)c3)s2)cc1,11.1,-13.1
CNC(=S)N(CCc1c(C)[nH]c2ccc(C)cc12)Cc1ccco1,18.5,-14.7
O=CN1CCN(C(=O)c2ccccc2Cl)CC1,14.6,-4.1
COc1ccc(/C=N/n2c(=O)[nH]c3c([nH]c4ccc(Br)cc43)c2=O)cc1CN1CCOCC1,57.9,-24.6
CCC(C)c1ccccc1N1CC(C(=O)Nc2ccc(C)c(S(=O)(=O)N3CCOCC3)c2)CC1=O (centres undefined),10.8,-17.0
COc1ccccc1-c1cc(C(=O)N2CCN(S(=O)(=O)c3ccc(C)cc3)CC2)[nH]n1,8.3,-15.9
Fc1cccc(Cl)c1-c1nnc2ccc(N3CCOCC3)nn12,3.2,-18.8
Cc1cccc(N(C(=O)c2snc(C(N)=O)c2N)C(C(=O)NCc2ccccc2)c2ccncc2)c1 (centres undefined),42.0,-40.8

# The list goes on:
SMILES,OX1R antag-1,OX1R antag-2
CC(C)C(CCN1C(=O)c2ccccc2C1=O)c1ccco1 (centres undefined),17.9,-31.2
CCOc1cc(NC(=O)C2CCCCC2)c(OCC)cc1NC(=O)c1ccco1,12.2,-31.7
Oc1ccc(Cl)cc1-c1cc(-c2ccccc2)n[nH]1,15.0,-12.1
Cc1ccc(NC(=O)c2ccc3c(=O)n4c(nc3c2)CCC4)cc1F,2.5,-6.6
O=C(COC(=O)COc1ccc(Nc2ccccc2)cc1)NCc1ccco1,20.7,-4.8
Oc1c(Br)cc(Br)cc1/C=N/N1CCN(Cc2ccccc2)CC1,3.2,-9.7
Nc1ccc(-c2cnc3ccccc3n2)cc1,13.9,-6.2
O=C(N/N=C/c1cccc([N+](=O)[O-])c1)c1ccc(CN2CCOCC2)cc1,32.6,-17.1
O=C(N/C(=C\c1ccccc1)C(=O)N1CCCCC1)c1ccco1,19.0,-7.3
CCOc1cc(/C=C2\SC(=Nc3ccc(CC)cc3)NC2=O)ccc1OCC(=O)O,12.8,-33.7
COCCNc1nc(CSc2ccccc2)nc2sc(C)c(C)c12,18.5,-31.3
Cc1cccc(C(=O)NCCCNC(=O)c2cccnc2)c1,9.4,-20.7
CCCn1c(SCc2nc(N)nc(N3CCCCC3)n2)nc2c1c(=O)n(C)c(=O)n2C,20.0,-17.2
CCCCc1ccc(NC(=O)CSc2nnc(CNC(=O)c3ccco3)o2)cc1,17.5,-9.6
N/C(=N\OC(=O)c1ccc(Br)cc1)c1cccc([N+](=O)[O-])c1,5.7,-1.9
Cc1ccc(-c2nc(Nc3ccccc3)n[nH]2)cc1,22.9,-5.6
NC(=O)c1ccsc1NC(=O)CN1C(=O)NC2(CCCCC2)C1=O,5.4,-11.7
CCOC(=O)c1sc(NC(=O)CSc2nnnn2-c2ccc(C)cc2)c(C(=O)OCC)c1C,5.9,-3.0
CCOC(=O)N1CCN(C(=S)Nc2ccccc2C)CC1,11.9,-8.5
CC(C)Nc1ncnc2c1cnn2Cc1ccc(Cl)cc1,7.4,-24.3
Cn1c(N)c(C(=O)COC(=O)c2ccccc2C(=O)c2ccc(Cl)cc2)c(=O)n(C)c1=O,12.9,-10.0
COc1cccc(CNS(=O)(=O)c2c(C(=O)N3CCCCCC3)c(C)n(C)c2C)c1,16.4,-19.8
N#C/C(=C\c1ccc(N2CCCCC2)o1)C(=O)Nc1cccc(Br)c1,31.1,91.9*
COC(=O)CC#N,7.8,-9.9
